Screening data from PubChem.
LDHA inh: blocks human lactate dehydrogenase A; purified LDHA, NADH/diaphorase-resazurin fluorescence; active compounds read low; P00338; 0.15% of 480,000 active; AID 1347041; activity change, % (values are at about 110 or 230 µM); in the data active = activity change below about -30%; inconclusive = mostly about -25% to -30%;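 note: plate controls were DMSO wells for no effect and wells without enzyme for full effect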
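Remaining NADH was detected by diaphorase (0.133 mg/mL) converting 37 µM resazurin to fluorescent resorufin, read at 0 and 20 minutes. The preceding 5-minute room-temperature reaction used 2 nM LDHA, 0.2 mM sodium pyruvate and 0.06 mM NADH at pH 7.4.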
Pol eta inh: blocks human DNA polymerase eta activity; Q9Y253; recombinant Pol eta, fluorescent DNA replication assay; Potency, µM (highest dose often 114 µM), for the others: at the highest dose activity change, negative = inhibition, usual class: inhibitors; 1.2% of 390,000 active; AID 588591; note: potency is the fitted concentration of half-maximal effect; % is set by controls: 0 for no effect and ±100 for the full control effect
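Pol eta (10 nM) was preincubated with compounds for 15 min at room temperature, after which fluorescent replication substrate (50 nM final) was added to start the reaction. Fluorescence was read kinetically at 0 and 10 min.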
POLK inh: DNA polymerase kappa (human) inhibition | AID 588579 | Potency, µM (doses to about 107 µM), inactives show at the top dose activity, negative = inhibition, usual class: inhibitors | purified Pol kappa, fluorescent DNA synthesis assay, 10 min | 0.53% of 400,000 active; note: potency is the fitted concentration of half-maximal effect; % is set by controls: 0 for no effect and ±100 for the full control effect
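Fluorescent qHTS in 1536-well format: enzyme (10 nM) and compound sat 15 min at room temperature before 50 nM substrate (final) was added. Signal taken at 0 and 10 min; no-enzyme buffer wells were negative controls.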
12-LOX inh: inhibitors of human 12S-lipoxygenase ALOX12 | Potency, µM (doses to about 108 µM), inactives show top-dose activity change, negative = inhibition, hits mostly inhibitors | 1.1% of 580,000 active | P18054 | AID 1671190 | purified 12hLO, xylenol orange hydroperoxide absorbance; note: potency is the fitted concentration of half-maximal effect; % is set by controls: 0 for no effect and ±100 for the full control effect
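Hydroperoxide product was detected by ferrous iron/xylenol orange as the 573 to 405 nm absorbance ratio. Arachidonic acid at 40 uM (final) was turned over for 30 min at room temperature by 150 nM human 12hLO, pH 7.0 Hepes buffer, after 15 min compound preincubation.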
APE1 inh: APE1 (human) endonuclease inhibition. P27695. recombinant APE1, TAMRA/BHQ-2 abasic DNA cleavage fluorescence. Potency, µM (doses to about 65.8 µM), for the others: at the highest dose activity change, negative = inhibition, actives largely listed as inhibitors. 0.35% of 350,000 active. AID 2517;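 note: potency is the fitted concentration of half-maximal effect; plate controls were vehicle for no effect and reference inhibitor for full effect; nearly all actives have a fitted effect of over 55% in size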
Target sequence (P27695 whole entry, looked up): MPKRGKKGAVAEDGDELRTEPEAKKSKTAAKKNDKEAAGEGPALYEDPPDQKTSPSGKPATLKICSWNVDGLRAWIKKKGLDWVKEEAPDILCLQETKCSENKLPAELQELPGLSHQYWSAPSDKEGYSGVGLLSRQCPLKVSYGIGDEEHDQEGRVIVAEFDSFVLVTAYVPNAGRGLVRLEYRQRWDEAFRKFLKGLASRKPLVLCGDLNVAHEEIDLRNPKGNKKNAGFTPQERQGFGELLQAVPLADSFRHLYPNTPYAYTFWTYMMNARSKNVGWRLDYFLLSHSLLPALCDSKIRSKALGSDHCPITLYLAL
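Measures dequenching upon AP-site incision of a 5'-TAMRA/3'-BHQ-2 THF-containing duplex, 50 nM; human APE1 0.75 nM after 15 min room-temperature exposure to compound; kinetic three-point read at one-minute spacing.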
ERG Ets-DNA blk: blocks human ERG Ets domain binding to DNA; fluorescence polarization, His-ERG Ets domain / labelled DNA; Potency, µM (series often up to 76.9 µM), inactives show at the highest dose FP activity, negative = inhibition, most hits filed as inhibitors; 0.028% of 370,000 active; AID 624246; active = well fitted inhibition curve with a large enough effect in the polarisation, with a control signal flat; inconclusive = small, poorly fitted or top-dose-only effect, or effect the other way, or a change in a side signal; inactive = no such curve, though single readings can be large or run the other way; the % refers to the polarisation;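 note: polarization taken with two DNA probes labelled with fluorescein and Texas red; potency is the fitted concentration of half-maximal effect; % of control where 0% means no effect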
Target sequence (P11308 whole entry, looked up, the tested form may be a part): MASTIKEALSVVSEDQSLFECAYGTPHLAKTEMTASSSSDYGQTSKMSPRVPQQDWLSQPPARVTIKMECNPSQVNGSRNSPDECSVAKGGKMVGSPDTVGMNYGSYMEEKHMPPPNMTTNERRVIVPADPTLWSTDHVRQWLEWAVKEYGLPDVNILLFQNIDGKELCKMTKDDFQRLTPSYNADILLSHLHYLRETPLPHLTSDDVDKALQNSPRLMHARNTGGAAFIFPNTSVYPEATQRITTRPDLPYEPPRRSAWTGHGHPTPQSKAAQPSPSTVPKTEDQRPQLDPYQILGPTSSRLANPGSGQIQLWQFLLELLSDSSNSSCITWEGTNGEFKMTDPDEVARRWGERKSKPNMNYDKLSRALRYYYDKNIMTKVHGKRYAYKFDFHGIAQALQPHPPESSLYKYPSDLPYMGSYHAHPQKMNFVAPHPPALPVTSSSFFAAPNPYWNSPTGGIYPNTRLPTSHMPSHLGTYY
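His-tagged ERG Ets domain (1 uM in the protein solution; 300mM KCl, 50mM Tris-HCl, 1mM EDTA, 1mM DTT, pH 7.5) received compound, then a probe mix of 5 nM fluorescein-DNA and 100nM Texas-615-DNA. Fluorescence polarization was read for both dyes.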
RGS4 inh: blocks human RGS4-accelerated GTP hydrolysis; P49798; Transcreener GDP fluorescence polarization, RGS4-accelerated GTP hydrolysis; Potency, µM (titrated, usually from 114 µM), for the others: at the highest dose activity change, negative = inhibition, most hits filed as inhibitors; 0.039% of 390,000 active; AID 504845; note: potency is the fitted concentration of half-maximal effect; % is set by controls: 0 for no effect and ±100 for the full control effect; nearly all actives have a fitted effect of over 75% in size; some results filed as inactive show a strong effect at the top dose
Target sequence (P49798 whole entry, looked up): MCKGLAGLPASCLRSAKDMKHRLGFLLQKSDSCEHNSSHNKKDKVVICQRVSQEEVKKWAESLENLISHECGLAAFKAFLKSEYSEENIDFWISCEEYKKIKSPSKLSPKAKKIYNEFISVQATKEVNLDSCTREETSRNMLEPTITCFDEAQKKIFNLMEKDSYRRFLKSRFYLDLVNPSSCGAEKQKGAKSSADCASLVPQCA
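MLSMR compounds (23 nl, pin-transferred) preincubated 10 min at room temperature with a 500nM (2x) first reagent, then RGS4 at 900nM (2x) plus Transcreener GDP mix added; fluorescence polarization (620/688 nm) read before and after 90 min at 30 °C.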
Pol beta inh: blocks human DNA polymerase beta activity. P06746. Pol beta primer extension/strand displacement, fluorescence kinetic. Potency, µM (top dose mostly 114 µM), for the others: top-dose activity change, negative = inhibition, actives largely listed as inhibitors. 1.3% of 340,000 active; note: potency is the fitted concentration of half-maximal effect; % is set by controls: 0 for no effect and ±100 for the full control effect
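Curves were derived by four-parameter Hill fits of normalized qHTS data. The kinetic fluorescent primer-extension read was taken at 0 and 10 min after 50 nM substrate, following a 15 min room-temperature preincubation of 10 nM enzyme with compounds.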
Anesthetic bind: candidate novel general anesthetic via apoferritin binding | P02791 | apoferritin/1-aminoanthracene competitive binding, fluorescence | Potency, µM (top dose mostly 77.5 µM), without a hit: at the top dose activity change, negative = displacement, most hits filed as inhibitors | 0.074% of 350,000 active | AID 485281; note: potency is the fitted concentration of half-maximal effect; % is set by controls: 0 for no effect and ±100 for the full control effect; nearly all actives have a fitted effect of over 20% in size
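Apoferritin-based anesthetic binding model; compound displacement of fluorescent 1-AMA measured as endpoint fluorescence after 10 minutes at room temperature, scaled to free-ligand and complex controls.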
Starred values were filed as active, the others as inactive; ? = inconclusive; . = not tested or not shown; & = joins results of further samples; [ ] = dose if it differs, or a comment. Unless noted, calls come from the whole dose curve; as a rule, active = well fitted curve in the direction sought with a large enough effect; inconclusive = small, poorly fitted or top-dose-only effect, or another doubt; inactive = no such curve, though single readings can be large; an effect the other way counts as inactive or inconclusive. The list is partial. The share of hits here may be higher or lower than overall.

The line under a structure holds: LDHA inh | Pol eta inh | POLK inh | 12-LOX inh | APE1 inh | ERG Ets-DNA blk | RGS4 inh | Pol beta inh | Anesthetic bind
COC(=O)c1cc(NS(=O)(=O)c2ccc(N3CCC(C)CC3)c([N+](=O)[O-])c2)cc(C(=O)OC)c1
  2 | -21% | -5% | -29% | ? | 0% | -11% | 10% | ?
Cc1cccc(OCc2nnc(SCC(=O)NC3CCCC3)n2C)c1
  -3 | -18% | 0% | ? | 36% | -8% | -25% | -10% | -1%
CS(=O)(=O)NCc1ccc(C(=O)NC2CCCCC2)cc1
  8 | -7% | -4% | 10% | 4% | . | -17% | 0% | -7%
Cc1ccc(CNC(=O)c2nnn(CC(=O)Nc3cc(C)ccc3C)c2N)cc1
  -15 | -12% | -21% | -18% | . | 3% | 10% | 7.9µM* | -8%
CC(C)(C)C(=O)CNCC(=O)C(C)(C)C
  -5 | -12% | 4% | -11% | 2% | -2% | -33% | 4% | -1%
O=C(N/N=C/C=C\c1ccccc1[N+](=O)[O-])c1ccncc1
  -7 | -3% | 2% | 8% | -4% | 4% | 2% | -2% | -15%
CC1=C(C(=O)Nc2ccccc2)C(c2ccc(C(=O)O)cc2)n2ncnc2N1 (stereo not given)
  -1&1 | -18% | -8%[60.1 µM] | -8%&0% | . | 0% | -17% | 1% | 3%
CCO[C@@H]1OC(C(N)=O)=C[C@H](C(C)(C)C)[C@H]1CCCO
  1 | -14% | -5% | -1% | . | 8% | 5% | . | .
COc1cc([N+](=O)[O-])ccc1NC(=O)COC(=O)c1n[nH]c2ccccc12
  -7 | -3% | -17% | -9% | -2% | 1% | 3% | -1% | -7%
CCC(C)[C@H](NC(=O)NCc1ccccn1)C(=O)OC (stereo not given in full)
  -4 | -18% | -9% | 26% | 12% | -4% | 11% | 10% | -3%
NCCCC[C@@H]1NC(=O)c2cc([N+](=O)[O-])cc(F)c2NCCCC[C@@H](C(N)=O)NC(=O)[C@H](CCC(N)=O)NC1=O
  1 | -9% | -7% | 0% | -2% | -5% | 11% | 3% | -16%
COc1ccc(OC)c(NC(=O)CN2C(=O)NC(C)(c3ccc4c(c3)OCCO4)C2=O)c1 (stereo not given)
  1 | -10% | 4% | -2% | 22% | 7% | -9% | . | .
COC(=O)c1cc(OC)c(OC)cc1N=CC1=C(O)CC(C)(C)CC1=O
  0 | -13% | -5% | 140%[activator] | 2% | -1% | 15% | 2% | -11%
CCC(=O)N(Cc1ccc2c(c1)OCO2)Cc1cc2cc(OC)ccc2[nH]c1=O
  -2 | 0% | -8% | 490%[activator] | -1% | 13% | 1% | 2% | -18%
Cc1cccc(N2CCN(C(=O)c3ccccc3SCC(=O)N3CCCC3)CC2)c1C
  1 | -13% | -18% | 118%[activator] | -4% | . | ? | . | .
COCCN(C)C(=O)CCc1nnc(Cc2ccc(-c3ccccc3)cc2)o1
  -7 | -1% | -14% | 15% | 1% | -1% | 29% | 20% | -10%
COc1ccc(N2CCN(C(=O)CSc3ccc([N+](=O)[O-])cc3)CC2)cc1
  1 | 2% | -19% | -16% | -2% | -8% | -7% | -10% | -17%
CCC(CC)CN1C(N(C)C)=NC[C@@H]1CC(C)C
  -3 | -13% | -8% | -35% | -6% | -1% | 13% | . | .
CCNC(=O)NC(=O)C(C)OC(=O)c1cccn1C (stereo not given)
  -11 | 5% | -3% | 7% | 0% | 4% | 4% | 25% | 2%
COc1ccc(C(CNC(=O)COc2cc(C)c(Cl)c(C)c2)N2CCCCC2)cc1 (stereo not given)
  -1&2 | ? | -4%&-5% | ? | -19% | 13%&2% | -9%&7% | 1%&-1% | ?
CCOC(=O)c1c(-c2ccc(OC)cc2)csc1/N=C/N(C)C
  12 | -15% | -3% | 16% | 1% | 1% | -23% | 9% | -13%
CC(C)N(C(=O)Cn1c(SCC(=O)NCc2ccc3c(c2)OCO3)nc2ccccc21)C(C)C
  -6 | -7% | -12% | 0% | 8% | -1% | -12%[11.4 µM] | 33% | -1%
O=C(c1ccc(S(=O)(=O)N2CCCCC2)cc1)N1CCN(Cc2ccc3c(c2)OCO3)CC1
  -6 | -21% | -11% | 328%[activator] | -3% | -8% | -25% | 8% | ?
CC1CCCN(C(=O)COC(=O)CSc2ccc(C(N)=O)cc2[N+](=O)[O-])C1 (stereo not given)
  0 | -14% | -3% | -17% | -9% | 10% | -3% | . | .
CN1CCN(C2=C(NS(=O)(=O)c3ccccc3)C(=O)c3ccccc3C2=O)CC1
  8 | 10% | -10% | . | 31% | 2% | 3% | 6% | -7%
COc1ccccc1NC(=O)CCn1cnc2onc(-c3ccc(F)cc3)c2c1=O
  0&-4 | -11% | -7%[60.1 µM] | 5%&4% | . | -1% | 1% | -10% | -15%
Cc1ccnc(NC(=S)NC(=O)c2cncc(Br)c2)c1
  -5 | -5% | 0% | -16% | -8% | 6% | 12% | 0% | 7%
COc1cccc(C(=O)Oc2c(Br)cc(Br)cc2/C=N/NC(=O)c2cc(C)[nH]n2)c1
  -2 | -15% | -1% | 2% | 5% | 10% | 21% | 1% | ?
CCc1nnc(NC(=O)CSc2nc3c([nH]c4ccccc43)c(=O)n2-c2ccc(C)cc2)s1
  -3 | -3% | -2%[60.1 µM] | -16% | . | 1% | 12% | 37% | -5%
COc1ccc(-c2noc(N3CCC(C(=O)Nc4cc(OC)ccc4OC)CC3)n2)cc1
  -10 | -18% | 0% | 9% | 32% | 0% | -5% | -25% | -11%
COc1ccc(C2C(C(=O)O)CC(=O)N2c2ccc(OC)cc2)cc1 (stereo not given)
  -2 | -12% | -14% | 0% | -2% | -1% | -50% | 13% | 4%
CCC(C)NC(=O)C1CCN(S(=O)(=O)c2ccc(Br)s2)CC1 (stereo not given)
  -1 | -17% | 1% | 2% | 19% | 14% | -37% | 13% | 1%
O=C(O)COc1ccc(C=C2SC(=S)N(c3ccccc3)C2=O)cc1
  -3 | ? | -4% | -24% | . | 2% | -17% | . | .
Clc1ccc(CN2CCSCC2)cc1Cl
  -15 | -8% | -4% | ? | -16% | -13% | -14% | 0% | ?
CCN(c1ccccc1)S(=O)(=O)c1ccc(NC(=O)c2cc(=O)c3cc(C)ccc3o2)cc1
  -2&-1 | -15% | 15% | 5%&-6% | . | -2% | -16% | 17% | 17%
CCOC(=O)c1cnc2c(-c3ccc(Cl)cc3)c(C)nn2c1N
  -3 | -16% | 1% | 420%[activator] | -3% | -8% | 11% | -11% | -3%
Nc1cc(=O)[nH]c(SCC(=O)Nc2ccc(N3CCCCC3)cc2)n1
  1 | -13% | 1% | -1% | 5% | -8% | -20% | . | .
Cc1cc(OCC(F)(F)C(F)(F)C(F)(F)C(F)F)nc(N)n1
  3 | -14% | -4% | ? | 6% | 5% | 9% | 8% | ?
COc1ccc(C(=O)O/N=C2\CCS(=O)(=O)c3sccc32)cc1
  -2 | -1% | -4% | -2% | 3% | 13% | 8% | 14% | -6%
CN(CC(=O)Nc1ccccc1Cl)C(=O)COC(=O)c1ccccc1[N+](=O)[O-]
  0 | -10% | -16% | . | 19% | -1% | -13% | . | .
CNc1nc(OC)nc(N(C#N)CN2C(=O)c3ccccc3S2(=O)=O)n1
  -8 | -1% | -13% | -7% | 11% | 4% | ? | 22% | 2%
O=C(c1ccc2nc(Cc3ccccc3F)oc2c1)N1CCCC1
  -4 | -20% | -2% | 471%[activator] | 23% | -8% | 19% | -9% | -13%
CCOC(=O)N1CCc2c(sc3c2c(=O)n(-c2ccc(CC)cc2)c(=O)n3CC(=O)NCC2CCCO2)C1 (stereo not given)
  -2 | -6% | -11% | . | 73%[activator] | 9% | 38% | 22% | 0%
COCCNC(=O)C(c1ccc(Cl)cc1)N(Cc1ccco1)C(=O)CCC(=O)Nc1ccccn1 (stereo not given)
  -8 | -9% | -14% | 11% | 6% | 20% | 14% | 34% | 2%
Cc1[nH]c(=O)[nH]c(=O)c1S(=O)(=O)N1CCC(C(=O)NC(C)c2ccccc2)CC1 (stereo not given)
  -3 | 2% | -10% | -5% | 4% | -13% | 2% | 14% | -7%
Cc1cccc(N2CCN(C(=O)c3ccc(CS(=O)c4cccc(Cl)c4)o3)CC2)c1C (stereo not given)
  -5 | 1% | -1% | ? | . | 0% | -15% | 7% | ?
Nc1nc(SCc2ccccc2)n[nH]1
  -10 | -7% | 7% | -8% | 11% | 0% | -10% | 29% | 2%
O=C(Cc1ccccc1F)c1ccc(O)cc1O
  -2 | -20% | -11% | -22% | -3% | -2% | 12% | 36% | ?
CCC(C)n1c(=O)c2sccc2n2c(CCCC(=O)Nc3ccc(F)cc3)nnc12 (stereo not given)
  -10 | ? | -2% | -23% | . | 0% | -5% | 22% | 7%
O=C(N/N=C/c1cccnc1)c1ccc(O)cc1
  -18 | -3% | -10% | 73%[activator] | 16% | -3% | 1% | 20% | 0%
